LGR2 inh – inhibitors of bursicon-induced LGR2 CRE-luciferase signal, primary screen, cell-based, HEK293, CRE-luciferase reporter, bursicon stimulation; bursicon-stimulated, 4 h; inhibition, % at 9.99 µM; 0.35% of 380,000 active;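 active = drop in luminescence signal, shown as inhibition above about 50% in the replicate tests, limit read from the data, passing the limit was not always enough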;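 note: agonist challenge used bursicon conditioned medium at about half maximal strength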
FN deposit inh – inhibitors of fibronectin matrix deposition, primary screen, AH1F cells, Alexa488-fibronectin fluorescence, plate reader | AH1F fibroblasts, overnight | inhibition, % at 12.6 µM | 0.086% of 350,000 active;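 active = mean inhibition across replicates of 30% or more, regardless of how many single replicates reach that level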;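 note: positive control wells lacked labelled fibronectin entirely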
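Schedule: 1 h cell adhesion before compound, then overnight fibronectin incubation; test system: AH1F fibroblast monolayer depositing Alexa488-labelled fibronectin into matrix; quantity: 10000 AH1F cells per well; probe or stimulus: fluorescent fibronectin at 24 nM final; signal: fluorescence, ex 485 nm, em 525 nm; evaluation: percent inhibition as loss of matrix-bound fibronectin fluorescence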
esBAF inh – Bmi1 luciferase reporter increase in mESCs, primary screen, esBAF inhibitor project, mouse ES cells, Bmi1 luciferase knock-in, single point; 24 h; 100% = twice the neutral-well signal; reporter increase, % at 12.5 µM; 2% of 350,000 active; in the data active = activation above about 40%;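 note: 0% = median of the plate's neutral control wells and 100% = double that signal; a rise in the Bmi1 reporter signal indicates esBAF inhibition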
Statin myotox sup – suppressors of statin myotoxicity in C2C12 myotubes, primary screen, cell-based, single point, plate reader; C2C12 myotubes + simvastatin, ATP luminescence, 48 h; scaled: DMSO 0, geranylgeraniol control 100; rescue of ATP level, % at 7.49 µM; 0.78% of 330,000 active; AID 602340, 2012;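 active = mean ATP rescue above about 67%, or every replicate alone reaching that limit, limit read from the data, passing the limit was not always enough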;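 note: myotubes were challenged with 10 µM simvastatin during compound exposure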
Casp6 inh – human caspase-6 inhibitors, primary screen, biochemical, VEID-R110 fluorescence, single point, set 2; P55212; purified caspase-6, Z-VEID-R110 cleavage fluorescence; inhibition, % at 12.5 µM; 0.53% of 350,000 active;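 active = mean inhibition across replicates at least about 35%, with every replicate also reaching that limit, limit read from the data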;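 note: 0% = median of neutral control wells and 100% = no fluorescence left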
Target sequence (P55212 24-179 limits assumed): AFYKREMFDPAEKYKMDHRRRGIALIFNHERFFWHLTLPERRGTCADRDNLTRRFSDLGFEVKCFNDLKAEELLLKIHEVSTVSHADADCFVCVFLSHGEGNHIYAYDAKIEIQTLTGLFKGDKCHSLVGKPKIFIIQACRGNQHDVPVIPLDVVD
Target sequence (P55212 194-293 limits assumed): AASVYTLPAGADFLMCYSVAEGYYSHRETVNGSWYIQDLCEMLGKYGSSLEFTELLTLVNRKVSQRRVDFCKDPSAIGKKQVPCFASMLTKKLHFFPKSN
S100A4 inh HTS – inhibitors of S100A4-myosin IIA peptide binding, primary screen, biochemical, fluorescence polarization, TAMRA-MyoIIA peptide; Protein S100-A4 (Homo sapiens), P26447; inhibition, % at 10.7 µM; 0.14% of 360,000 active;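 active = mean inhibition of at least 70% across replicates, with every replicate also reaching that level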
Target sequence (P26447 whole entry, looked up): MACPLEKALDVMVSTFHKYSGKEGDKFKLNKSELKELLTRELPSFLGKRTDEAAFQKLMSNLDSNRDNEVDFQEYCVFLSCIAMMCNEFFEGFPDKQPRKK
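Test system: S100A4 monomer protein; Medium: HEPES pH 7.2 with CaCl2, KCl, NaCl, DTT, Triton; Probe or stimulus: TAMRA-labelled myosin IIA heavy-chain peptide probe, 5 nM; Doses: one dose per compound; Times: polarization read 5 min after assay mix addition, stable 5–60 min; Benchmarks: neutral control DMSO, positive control TFP.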
SIRT5 inh – SIRT5 desuccinylase inhibitors, primary screen, biochemical, fluorescence imaging, single point, set 5; Purified SirT5, succinyl-peptide AMC, trypsin-coupled fluorescence; inhibition, % at 15 µM; 1.1% of 330,000 active; in the data active = inhibition above about 15%
Target sequence (Q9NXA8 whole entry, looked up): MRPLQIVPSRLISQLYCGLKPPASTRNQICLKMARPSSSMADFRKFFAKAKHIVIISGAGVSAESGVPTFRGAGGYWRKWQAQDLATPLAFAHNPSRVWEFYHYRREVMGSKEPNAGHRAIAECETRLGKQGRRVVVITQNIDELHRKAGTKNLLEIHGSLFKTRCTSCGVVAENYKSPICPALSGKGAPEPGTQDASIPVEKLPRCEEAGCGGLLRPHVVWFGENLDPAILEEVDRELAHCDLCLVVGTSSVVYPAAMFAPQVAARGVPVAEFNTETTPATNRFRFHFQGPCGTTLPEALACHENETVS
The depositor's hits bear a star; nt = not tested or not shown. The list is partial, so the mix of outcomes need not match the whole.

Every second line gives: SIRT5 inh, FN deposit inh, esBAF inh, Casp6 inh, S100A4 inh HTS, LGR2 inh, Statin myotox sup
C/C=C/c1ccc2c(c1)O[C@@H](CN(C)Cc1ccc(F)cc1)[C@H](C)CN([C@H](C)CO)S2(=O)=O
  16*, -6, 8, -1, -1, 9, -47
CCc1ccc(S(=O)(=O)Nc2ccc(O)c3c(=O)cc(-c4ccccc4Cl)oc23)cc1
  nt, -5, 2, -1, -4, -14, -3
COc1cc(/C=C/C(=O)OCC(=O)NC2CCCCCCC2)ccc1O
  0, 4, -4, -2, -2, -11, -2
Cc1nnc(SCCn2c(Br)nc3c2c(=O)n(C)c(=O)n3C)s1
  nt, 5, -5, nt, nt, nt, -6
O=[N+]([O-])c1ccc(NC(c2ccccc2)c2ccc3cccnc3c2O)cc1 (stereo not given)
  1, 9, -66, -3, -7, 27, -54
Cc1cccc(NC(=S)NC(=O)c2ccc(-c3ccccc3)cc2)n1
  3, 6, 28, 1, -3, -82, -55
Nc1n[nH]c(N)c1N=Nc1ccc(Cl)cc1
  9, 0, 53*, -4, -4, nt, 11
Cc1cc(C)n2nc(C(=O)NCc3cccc(C(F)(F)F)c3)nc2n1
  nt, -1, nt, -4, -1, 2, nt
COc1ccccc1CNC(=O)COC(=O)c1cc2ccccc2o1
  -3, 5, -5, 0, -6, 4, 0
Cc1cccc(NCc2nc(-c3ccccc3)no2)c1
  nt, -2, 35, 0, 6, -33, 7
O=C1CCCn2cc(nn2)COC[C@@H](Cc2ccccc2)N1
  8, 8, nt, -8, 117*, -4, nt
NNC(=O)c1cccc(COc2ccccc2Br)c1
  nt, 14, 30, nt, nt, nt, 4
O=C(COC(=O)c1ccc[nH]c1=O)NC1CCCCC1
  -2, -1, nt, 0, -10, -2, nt
CC(NCC(O)COCc1ccc(Cl)cc1)c1ccccc1 (stereo not given)
  -5, 3, nt, -1, 1, 14, nt
N/C(=N\OC(=O)CCCCCN1C(=O)c2ccccc2C1=O)c1ccccc1
  nt, -1, 5, nt, nt, -22, 4
CC(=O)N1[C@@H]2c3ccc(-c4ccccc4F)c(=O)n3C[C@@H]2[C@@H](CO)[C@@H]1C(=O)NCC1CC1
  -6, nt, 4, 1, 6, 18, 1
O=C(Cn1cnc2c(nnn2Cc2ccc(F)cc2)c1=O)Nc1ccccc1
  3, -5, nt, 0, 6, 6, nt
O=C1CSC(=S)N1N=Cc1cccc(OCc2ccccc2)c1
  7, -12, 27, 1, -6, 8, 11
Cc1cc(NC(=O)CS(=O)(=O)c2cn(C)c3ccccc23)no1
  -3, 3, -2, 0, 20, nt, 4
O=C1NC(=Nc2cccc(O)c2)S/C1=C\c1cccnc1
  0, 3, nt, -1, -1, -19, nt
CC1CCCCN1C(=S)NC(=O)c1cccs1 (stereo not given)
  -3, -7, -5, 2, 2, 2, 8
Cc1ccc2oc(C(=O)NCC3CCOCC3)c(C)c2c1
  -2, 13, nt, -1, 5, -38, nt
COc1ccc(S(=O)(=O)Nc2ccc3c(c2)CC(=O)N([C@H](C)CO)C[C@@H](C)[C@@H](CN(C)Cc2ccc(C(=O)O)cc2)O3)cc1
  -3, -2, -6, -2, -18, 6, 17
COc1ccccc1NC(=O)C(C)OC(=O)Cc1ccsc1 (stereo not given)
  -4, 1, 0, -2, 1, 1, -1
CCOc1ccc(S(=O)(=O)N2CCCCC2)cc1NC(=O)c1c(CC)noc1C
  -4, -11, -3, 1, 1, 3, -26
Cc1cnc(C(=O)NC2CCSc3ccccc32)cn1 (stereo not given)
  -4, 7, -3, -4, -2, 12, 21
O=C(NC1CCCC1)N1CC(=O)N2[C@H](CO)[C@@H](c3ccc(-c4cccc(F)c4)cc3)[C@@H]2C1
  nt, -7, nt, nt, 2, 8, nt
COc1cc(/C=N/O)ccc1Oc1cnccn1
  -2, 8, -1, 2, 0, -15, 7
CC[C@]12c3[nH]c4cc(-c5ccco5)ccc4c3CCN1C(=O)[C@@H](CC(=O)NCCc1ccccn1)C[C@@H]2C(=O)N1CCN(C(=O)c2ccco2)CC1
  -3, 8, 1, -11, -1, 1, 9
N#Cc1c(-c2ccccc2)nc(SCc2cccc(C(F)(F)F)c2)[nH]c1=O
  5, 8, -6, 13, -4, 16, -2
Cn1c(=O)c2c(nc(CN3CCN(c4ccc(F)cc4)CC3)n2Cc2ccccc2F)n(C)c1=O
  -3, 9, -5, -3, 5, nt, 10
Cc1cc(O)c(/C=N/c2ccccn2)c(=O)o1
  0, nt, 4, 19, -33, -9, 5
O=C(NCCCCCNC(=O)c1ccccn1)c1ccccn1
  -2, -12, -1, -1, -5, -16, 12
CCCCn1c(N)c(N(CC(C)C)C(=O)c2ccc(N(C)S(=O)(=O)c3ccc(C)cc3)cc2)c(=O)[nH]c1=O
  3, -3, nt, 0, -2, 2, nt
Cc1noc(C)c1NC(=O)N(C)C[C@@H]1OCCCC[C@@H](C)Oc2ccc(NS(=O)(=O)c3cccs3)cc2C(=O)N([C@H](C)CO)C[C@@H]1C
  -4, nt, 0, 2, -5, 18, nt
C/C(=N\NC=O)c1ccncc1
  -3, 14, nt, -1, 1, 8, nt
Cc1cccc(C(=O)N[C@H](C(=O)Nc2nccs2)C(C)C)c1
  -10, 2, 0, -4, -1, 11, 9
CN(C)S(=O)(=O)c1cccc(NC(=O)c2ccc3c(c2)S(=O)(=O)N=C2CCCCCN23)c1
  -5, 1, 4, -1, 1, -8, -5
COC(=O)C[C@@H]1C=C[C@H](NS(=O)(=O)c2ccccc2F)[C@@H](CO)O1
  -1, 2, 3, -1, -9, -1, 0
CCCCCCCC(=O)OCC(COC(=O)CCCCCCC)OC(=O)CCCCCCC
  nt, nt, 1, -3, 15, 19, 16
COc1ccc2c3c([nH]c2c1)[C@H](CO)N(C(=O)C1CCOCC1)CC31CN(Cc2cccc(F)c2)C1
  3, nt, nt, -1, 3, -3, nt
C[C@H](CO)N1C[C@H](C)[C@H](CN(C)C(=O)C2CC2)OCc2cn(nn2)CCCC1=O
  -1, -4, -4, 0, 8, -10, 4
CCn1cc(S(=O)(=O)CC(=O)Nc2ccc(C)cc2)c2ccccc21
  nt, 2, -2, nt, nt, nt, 3
C[C@@H]1CN([C@@H](C)CO)C(=O)c2cccc(NC(=O)C3CC3)c2O[C@@H]1CN(C)C(=O)Nc1ccccc1
  -5, nt, 1, 0, 0, -3, -4
O=C(NCc1ccncc1)c1cccc(NS(=O)(=O)c2ccc(F)c(F)c2)c1
  1, 4, 10, 0, 1, 10, 5
Cc1ccc(S(=O)(=O)Nc2ccc3c(c2)CC(=O)N([C@H](C)CO)C[C@@H](C)[C@@H](CN(C)Cc2ccc(C(F)(F)F)cc2)O3)cc1
  nt, nt, 4, nt, nt, -16, 67*
C[C@@H]1CN([C@H](C)CO)C(=O)c2cccc(NS(=O)(=O)c3cn(C)cn3)c2O[C@H]1CN(C)S(=O)(=O)c1cn(C)cn1
  -5, nt, -1, 2, 6, 13, 10
NC(=O)Cc1ccc(C(=O)CSc2nnc(-c3ccncc3)n2C2CC2)s1
  -3, 9, -7, 17, 1, 7, -10
C[C@H](CO)N1C[C@H](C)[C@H](CN(C)Cc2cncnc2)Oc2cc(-c3ccccc3F)ccc2S1(=O)=O
  -3, nt, -1, -2, -15, -10, -6
CCc1c(C)sc(NC(NC(C)=O)(C(=O)OC)C(F)(F)F)c1C#N (stereo not given)
  -6, -2, nt, -3, 4, 5, nt
Cn1nnnc1SCCNC(=O)C1CCC(=O)N(Cc2ccc(Cl)cc2)C1 (stereo not given)
  -9, 2, -2, 1, -1, 3, -8
CCC(=O)N1[C@@H](CO)[C@H](c2ccc(-c3cccc(F)c3)cc2)[C@@H]1CNC(C)=O
  nt, -13, 2, nt, nt, -5, 2
Cc1ccc(Nc2nc3ccccc3c(=O)s2)cc1C
  -2, 2, 1, -5, -1, 2, -3
C[C@@H]1CN([C@@H](C)CO)C(=O)c2cc(/C=C/c3ccccc3)cnc2O[C@H]1CN(C)C(=O)C1CCC1
  -8, nt, 2, -5, -15, -2, 6
CC(C)C#Cc1ccc([C@H]2[C@@H](CO)N3CCCCN(CC4CC4)C[C@@H]23)cc1
  2, nt, nt, -4, -13, -8, nt
CCCOc1ccc(N2C(=O)CC(NCCNc3ccc([N+](=O)[O-])cn3)C2=O)cc1 (stereo not given)
  -2, -4, nt, 2, 3, 3, nt
CC(=O)c1ccc(S(=O)(=O)N2CCC(Oc3ccc(-n4cnnn4)cc3)CC2)cc1
  -4, -1, -3, 1, 1, 6, 5
Cc1ccccc1OCC(=O)Nc1ccccc1C(=O)NC1CC1
  -3, -4, 9, -1, 1, 6, -21
CC=Cc1ccc2n(c1=O)C[C@@H]1[C@@H](CO)[C@H](C(=O)NCC)[C@H]2N1Cc1nccs1 (mixture of isomers)
  -15, nt, -2, -5, 3, -3, -37
O=C(C[C@@H]1CC[C@H]2[C@@H](COC[C@@H](O)CN2C(=O)c2ccccc2F)O1)NCc1ccc(Cl)cc1
  5, -2, -6, -2, -14, 0, 1

Two entries drawn at random from the list so far:
Every second line gives: SIRT5 inh, FN deposit inh, esBAF inh, Casp6 inh, S100A4 inh HTS, LGR2 inh, Statin myotox sup
CCC(=O)N1[C@@H](CO)[C@H](c2ccc(-c3cccc(F)c3)cc2)[C@@H]1CNC(C)=O
  nt, -13, 2, nt, nt, -5, 2
O=C(NCc1ccncc1)c1cccc(NS(=O)(=O)c2ccc(F)c(F)c2)c1
  1, 4, 10, 0, 1, 10, 5

The listing continues.
Every second line gives: SIRT5 inh, FN deposit inh, esBAF inh, Casp6 inh, S100A4 inh HTS, LGR2 inh, Statin myotox sup
C=CCn1c2ccccc2c(=O)c2cc(C#Cc3ccccn3)ccc21
  nt, 5, 70*, nt, 12, -15, -13
CO[C@H]1CN(C)C(=O)c2cc(NC(=O)NC3CCCCC3)ccc2OC[C@H](C)N(CC2CCOCC2)C[C@H]1C
  nt, 0, 10, -1, 1, -3, -1
CCCCCCCCN1C(=O)[C@H](CC(=O)N2CCN(C(=O)C3CC3)CC2)C[C@@]2(C(=O)OC)CC(C)(C)CC=C12
  12, 4, nt, 0, 5, 15, nt
COc1ccc(N(C(=O)c2ccncc2)S(=O)(=O)c2cccs2)cc1
  0, -1, -9, 1, -1, 12, 5
CCCNC(=S)Nc1ccc(CC(=O)OC)cc1
  -5, -6, nt, -4, -1, nt, nt
Cc1ccc(S(=O)(=O)N(C)C)cc1NC(=O)COC(=O)/C=C/c1cnc2ccccc2n1
  1, 7, 5, 3, -6, -37, 8
O=C(/C=C/c1c(Cl)cccc1Cl)NCCCn1ccnc1
  4, -1, nt, -24, 7, -6, nt
COc1ccc(S(=O)(=O)N(CC(=O)NN=C2CCN(C)CC2)c2ccc(C)cc2)cc1OC
  -1, 7, -6, -5, 0, 0, 4
S=C(NCc1ccco1)N1CCN(Cc2ccco2)CC1
  nt, 2, 0, nt, nt, nt, 8
CC(C)CC#Cc1cnc2c(c1)C(=O)N([C@@H](C)CO)C[C@H](C)[C@@H](CN(C)S(=O)(=O)c1cccs1)O2
  0, 3, 4, 1, 19, 2, 45
CC(C)NC(=O)N(C)C[C@@H]1Oc2c(NC(=O)Nc3cccc4ccccc34)cccc2C(=O)N([C@H](C)CO)C[C@@H]1C
  4, -7, 0, -3, -10, 5, -21
O=C(NCC(c1ccco1)N1CCCC1)c1ccccc1F (stereo not given)
  -2, nt, 18, -1, -3, -9, -4
COc1cccc(C(=O)Nc2ccc3c(c2)C(=O)N(C)C[C@@H](OC)[C@@H](C)CN(CC2CC2)[C@@H](C)CO3)c1
  -1, -11, -6, -1, 0, -8, 4
CC(C)n1cc(CN2CCC(Oc3ccc(C(=O)N4CCCCC4)cc3)CC2)cn1
  1, nt, -7, -4, 9, -9, 0
Cn1nc(C(=O)OCCN2C(=O)c3ccccc3C2=O)c2ccccc2c1=O
  nt, -6, 3, nt, nt, nt, 0
